# Compound activity from PubChem BioAssay.
# PTK2B oligo ant: blocks oligomerization of human Pyk2 in cells; Q14289; Q293 cells, Pyk2 FERM NanoBiT luminescence; stronger effect = lower value; z-score (the deposit names both 25 µM and 10 µM); 99,000 tested, 0.83% active; AID 1347419;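 active = Z-score of -3 or lower, scaled per plate to the spread of control and sample wells; inactive = z-score above -3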;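 also: negative z-score means lost luminescence so less FERM oligomerization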
# Mac1 fbg enh: increases human CD11b/CD18 adhesion to fibrinogen | P05107+P11215 | K562 CD11b/CD18 adhesion to fibrinogen, ATPlite luminescence | activation, % at 10 µM | 93,000 tested, 0.07% active | AID 1499;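 active = 10 µM primary screen giving 50% or more activity, confirmed by 40% or more on retest at that dose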; also: strong numbers were not always called active; reference of the scale not given here
# CYP2C19 act: cytochrome P450 2C19 (human) activation | P33261 | activation factor at 5 µM | recombinant CYP2C19, luciferin-H EGE luminescence; stronger effect = higher value; 0 = fully inhibited enzyme, 1 = untreated enzyme | 96,000 tested, under 10 active | AID 1025;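 active = activation factor of at least 2 at 5 µM in the primary screen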;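 also: 0 = wells with 2.5 mM tranylcypromine and 1 = vehicle-only wells; values of inactives mirror those of a sister screen read the other way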
# Target sequence (P33261 whole entry, looked up): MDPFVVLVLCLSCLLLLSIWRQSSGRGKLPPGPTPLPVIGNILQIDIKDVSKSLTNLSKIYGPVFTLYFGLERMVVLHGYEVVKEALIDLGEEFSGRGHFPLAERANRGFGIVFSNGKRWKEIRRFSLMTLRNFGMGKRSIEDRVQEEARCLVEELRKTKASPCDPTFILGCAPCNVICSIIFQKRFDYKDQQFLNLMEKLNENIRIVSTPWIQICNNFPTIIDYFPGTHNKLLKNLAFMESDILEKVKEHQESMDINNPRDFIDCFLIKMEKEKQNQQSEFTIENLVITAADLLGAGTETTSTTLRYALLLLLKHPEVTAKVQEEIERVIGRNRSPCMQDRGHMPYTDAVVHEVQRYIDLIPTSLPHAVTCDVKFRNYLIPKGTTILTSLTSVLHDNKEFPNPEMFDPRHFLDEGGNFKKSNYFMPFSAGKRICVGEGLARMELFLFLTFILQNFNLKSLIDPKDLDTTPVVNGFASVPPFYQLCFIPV
# CYP2C9 act: activators of human CYP2C9. P11712. recombinant CYP2C9, luciferin-H conversion, luminescence; stronger effect = higher value; factor 1 = untreated enzyme, 0 = blocked. activation factor at 5 µM. 96,000 tested, 1.4% active. AID 1024;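 active = activation factor of 2 or more for CYP2C9 at a 5 µM dose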;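 also: 0 = sulfaphenazole-blocked wells and 1 = vehicle-only wells; values of inactives mirror those of a sister screen read the other way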
# CYP2C9 inh: inhibitors of human CYP2C9; P11712; CYP2C9 Supersomes, luciferin-H conversion, luminescence; inhibition, % at 5 µM; 96,000 tested, 20% active;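 active = blocking of liver enzyme CYP2C9 beyond about 50% at 5 µM, limit read from the data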; also: values of inactives mirror those of a sister screen read the other way
# CD11b adhes inh: CD11b/CD18-fibrinogen binding inhibition | 93,000 tested, 0.54% active | AID 1497 | P05107+P11215 | inhibition, % at 10 µM | K562 CD11b/CD18 adhesion to fibrinogen, ATPlite luminescence; Mn2+ added to activate the integrin;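 active = primary inhibition of 50% or more at 10 µM, then 40% or more on retest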; also: some results filed as inactive read as strong as hits
# MT1-MMP txn act: MT1-MMP promoter transcription activation; HT1080 MT1-MMP promoter luciferase reporter, luminescence, overnight; stronger effect = higher value; activation factor at 10 µM; 86,000 tested, 0.16% active; AID 750;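 active = activation factor of at least 2 for MT1-MMP transcription at 10 µM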
# PLAP activator: human PLAP activation. 96,000 tested, 1.2% active. activation fold at 20 µM. purified PLAP enzyme, luminescent substrate read-out; stronger effect = higher value. P05187; in the data active = activation fold above about 2
# Target sequence (P05187 whole entry, looked up): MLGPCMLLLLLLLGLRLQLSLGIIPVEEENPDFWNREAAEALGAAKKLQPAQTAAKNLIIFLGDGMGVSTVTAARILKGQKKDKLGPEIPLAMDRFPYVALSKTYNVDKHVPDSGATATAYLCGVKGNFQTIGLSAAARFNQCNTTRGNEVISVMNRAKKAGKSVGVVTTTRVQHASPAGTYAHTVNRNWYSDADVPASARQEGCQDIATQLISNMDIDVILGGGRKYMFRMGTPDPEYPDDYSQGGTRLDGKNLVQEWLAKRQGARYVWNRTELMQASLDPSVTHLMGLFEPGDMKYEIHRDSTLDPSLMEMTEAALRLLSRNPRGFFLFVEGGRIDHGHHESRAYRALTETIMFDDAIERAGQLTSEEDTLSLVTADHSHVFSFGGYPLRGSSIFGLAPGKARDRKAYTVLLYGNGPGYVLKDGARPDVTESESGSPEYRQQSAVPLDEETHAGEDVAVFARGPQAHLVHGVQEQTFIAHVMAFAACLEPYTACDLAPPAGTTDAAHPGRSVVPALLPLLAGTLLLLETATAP
# CYP2C19 inh: human CYP2C19 inhibition; P33261; 96,000 tested, 21% active; CYP2C19 Supersomes, luciferin-H EGE luminescence, 30 min; inhibition, % at 5 µM;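 active = CYP2C19 inhibition above a set limit at 5 µM in the primary screen, cut at about 50% in these data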;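 also: plate controls were negative control wells for no effect and 2.5 mM tranylcypromine positive control for full effect; values of inactives mirror those of a sister screen read the other way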
# Starred values were filed as active, the others as inactive; . = not tested or not shown. This is a random part of the collection; overall some 31% were active at least once.
# Sequence of screens: Mac1 fbg enh	PLAP activator	CYP2C9 act	CYP2C19 inh	CD11b adhes inh	PTK2B oligo ant	MT1-MMP txn act	CYP2C19 act	CYP2C9 inh
Cc1ccc(-c2cc(C(=O)NC3=NCCS3)c3cc(Br)ccc3n2)o1
→ .	1.5	0.8	52*	.	.	1.3	0.5	20
O=C(CC1C(=O)NC2CCCCC2N1C(=O)c1ccc(F)cc1)Nc1ccccc1 (centres undefined)
→ -3	1.1	0.4	35	-1	-0.35	1.3	0.7	56*
Clc1ccc(-c2csc3ncnc(NCCN4CCOCC4)c23)cc1
→ 4	1.5	0.8	24	-35	0.54	.	0.8	23
O=C(NCCCn1ccnc1)c1cc(C(=O)C2CC2)c[nH]1
→ 3	0.9	0.4	56*	-9	0.08	.	0.4	61*
COc1ccc(NC(=O)COC(=O)Cn2c(C)nc3ccccc32)cc1OC
→ .	1.1	1.1	0	.	1.2	1	1	-10
O=C(CSc1ccc2nnc(-c3ccccn3)n2n1)Nc1ccc2c(c1)OCO2
→ -4	0.9	0.7	2	-49	.	1.1	1	31
CCc1ccccc1N(CC)C(=O)c1cn(CC)c(=O)c2cc(OC)c(OC)cc12
→ -2	1.6	0.9	-3	20	0.08	1.1	1	11
COc1ccc(S(=O)(=O)N2CCCCCC2)cc1C(=O)OCc1c(C)noc1C
→ -5	1.7	0.1	50*	10	-1	1	0.5	86*
O=C(O)C1CCCCC1C(=O)Nc1ccccc1Nc1ccccc1 (centres undefined)
→ -6	1.3	0.1	56*	-17	-1.6	1.2	0.4	86*
O=C(NCC12CC3CC(C1)CC(CNC(=O)N1CCCC1)(C3)C2)N1CCCC1
→ -2	1.6	1.1	-10	-1	1.3	1.3	1.1	-12
C=CCN1C(=Nc2cccnc2)SCC1(O)c1ccc(C)cc1 (centres undefined)
→ -5	0.9	0.2	95*	22	.	1.2	0	78*
O=C(Nc1cc2c(cc1Cl)OCCCO2)c1ccccc1
→ 1	0.8	1.5	5	0	-0.28	.	0.9	-46
CCOC(=O)C1=C(C)N=C2SC(CC)C(=O)N2C1c1cccc(F)c1 (centres undefined)
→ -3	1.5	0.2	91*	-4	-0.06	1.2	0.1	75*
CC(C)(C)NS(=O)(=O)c1ccc(Oc2ncc(C(F)(F)F)cc2Cl)cc1
→ -2	0.9	1.1	6	-2	0.66	.	0.9	-9
CCOc1ccc(S(=O)(=O)Nc2ccccc2C(=O)Nc2ccccc2N2CCOCC2)cc1
→ 5	1.4	0.3	84*	-36	-3.1*	1.2	0.2	69*
CC(C)NC(=O)C1CCN(Cc2cnn(-c3ccccc3)c2-n2cccc2)CC1
→ -3	1.5	1.1	-16	-8	0.52	.	1.2	-7
Cc1cc(C)nc(/N=C/c2c(O)n(C)c(=O)n(C)c2=O)n1
→ -2	0.9	1.1	-4	-4	.	1.1	1	-5
CCc1ccc2nc3c(c(C(=O)O)c2c1)CCC3
→ 0	0.9	1.1	-3	17	-0.52	1.1	1	-13
COc1ccc(CNC(=O)Nc2ccc(C)cc2)cc1
→ 2	1.1	1.2	40	-4	1.1	1.5	0.6	-15
CN1CCN(S(=O)(=O)c2ccc(C(=O)Nc3ccccc3)cc2)CC1
→ 1	1.3	1	-7	0	-0.35	1.1	1.1	2
CCn1cc(C(=O)NCCCN(C)C)c(=O)c2cc(F)c(N3CCN(C)CC3)cc21
→ -6	1.5	0.8	10	-33	1.1	1.1	0.9	17
COc1ccccc1CCNC(=O)c1ccc(C)o1
→ -8	0.9	1.1	68*	-9	-0.81	1	0.3	-11
COc1ccccc1-c1cc2nc(C)c(CCC(=O)NCc3ccco3)c(C)n2n1
→ -1	1.4	0.7	36	-7	.	0.9	0.6	32
CCOC(=O)C1=C(N)OC2=C(C(=O)CCC2)C1c1cccs1 (centres undefined)
→ 0	0.9	0.2	88*	-1	0.06	1.2	0.1	80*
N#Cc1cnc(SCC(=O)c2ccccc2)nc1N
→ -1	0.9	1	37	-6	0.69	1.2	0.6	5
CC(NC(=O)COC(=O)Cc1ccsc1)C1CC2CCC1C2 (centres undefined)
→ 1	1.1	0.6	92*	2	1.7	.	0.1	36
c1coc(-c2nnc3sc(Cc4cccs4)nn23)c1
→ 2	0.9	0.5	69*	-3	0.27	0.9	0.3	55*
O=C(c1ccc2nc(N3CCOCC3)sc2c1)N1CCCC1
→ -2	1	0.8	1	4	.	1.1	1	16
O=C1CC(c2ccccc2)CC2=C1CN(C1CCCCC1)CN2 (centres undefined)
→ 2	1.4	1.2	39	-3	-0.18	1.4	0.6	-21
Cc1ccc(NC(=O)c2ccccc2OCC(=O)c2ccccc2)cc1
→ -4	0.9	0.8	25	12	-0.19	.	0.7	17
CCOC(=O)c1[nH]c(C)c(/C(O)=C2\C(=O)C(=O)N(CCN(C)C)C2c2ccc(C)o2)c1C (centres undefined)
→ 2	1.4	0.9	4	-8	0.34	1.1	1	6
CCN(CC)S(=O)(=O)c1ccc(-c2nnc(SCC(C)=O)o2)cc1
→ -2	1.7	0.6	11	3	0.57	.	0.9	42
COc1ccc2c(c1)[nH]c1c(=O)n(Cc3ccccn3)cnc12
→ -3	0.8	0.5	44	1	1.2	1.2	0.6	51*
Cn1c(=O)oc2cc(S(=O)(=O)NCCC(=O)N3CCc4ccccc43)ccc21
→ -4	1	1.4	-10	-9	1.8	1.3	1.1	-37
O=C(CCN1C(=O)C2CC=C(Cl)CC2C1=O)NC1CCCCC1 (centres undefined)
→ 1	1	1.1	-13	36	-0.07	1.1	1.1	-14
CC(C)(C)NS(=O)(=O)c1ccc(CCC(=O)N2CCCCC2)cc1
→ 4	1.1	0.6	61*	-22	-0.23	1	0.4	39
CC(=O)Nc1cc(-c2nn(C)c(=O)c3ccccc23)ccc1N1CCCCC1
→ 3	1.1	0.4	20	-9	1.3	1.1	0.8	57*
Cc1ccc(Nc2nc(C)c(CCC(C)C)c(=O)[nH]2)cc1
→ -5	1	0.9	2	-4	-0.97	.	1	9
Cc1cc(C)n2nc(-c3ccc(F)cc3)nc2n1
→ 1	1	0.9	6	-6	0.06	1.7	0.9	7
O=C(Nc1nccs1)c1ccc(NC(=O)c2ccco2)cc1
→ -3	0.9	0.5	20	-1	-0.22	1.3	0.8	51*
CCOc1cc(CNCCSc2nnnn2C)cc(Br)c1OCc1ccccc1F
→ .	1.3	0.6	84*	.	-0.51	.	0.2	37
O=C(Cn1nc(C(F)F)cc1C(F)F)NNC(=S)Nc1ccc(Cl)cc1
→ -1	2*	0.3	45	12	0.95	.	0.6	71*
Cc1ccc(C)c(N2CC(=O)N(c3cc(C)ccc3C)CC2=O)c1
→ .	0.9	1.1	-11	.	0.69	1	1.1	-14
O=C(CCN1CCCC1Cc1ccccc1)c1ccc2c(c1)OCCO2 (centres undefined)
→ -1	1.5	1.2	-6	18	1	1.2	1.1	-23
CCN1CCN(c2nn3c(=O)c4ccccc4nc3c3ccccc23)CC1
→ .	1.5	0.9	2	.	-0.65	.	1	8
Cc1ccc(CNC(=O)CS(=O)CC(=O)O)cc1 (centres undefined)
→ 1	1	1.1	-10	2	0.28	1.1	1.1	-12
C=C(C)C1Cc2c(C)nn(-c3cccc4ccccc34)c2C1 (centres undefined)
→ -4	1	0.8	18	42	0.22	1.3	0.8	19
CCOC(=O)C1=C(C)NC(=O)NC1c1ccc(Br)s1 (centres undefined)
→ -2	0.9	0.6	78*	-7	-0.57	1.1	0.2	37
O=C1c2ccccc2C(=O)c2c1oc(C(F)(F)F)c2C(=O)c1ccccc1
→ 5	1	1.1	-8	-6	-2.9	1.2	1.1	-13
Cc1cc(C(=O)COC(=O)CCc2nc3ccccc3s2)c(C)n1C
→ 2	1.4	1.9	15	-50	1.7	1	0.9	-86

# Given field by field: entries from further up
Compound: COc1ccccc1CCNC(=O)c1ccc(C)o1
  Mac1 fbg enh = -8	PLAP activator = 0.9	CYP2C9 act = 1.1	CYP2C19 inh = 68*	CD11b adhes inh = -9	PTK2B oligo ant = -0.81	MT1-MMP txn act = 1	CYP2C19 act = 0.3	CYP2C9 inh = -11
Compound: CCOC(=O)C1=C(C)NC(=O)NC1c1ccc(Br)s1 (centres undefined)
  Mac1 fbg enh = -2	PLAP activator = 0.9	CYP2C9 act = 0.6	CYP2C19 inh = 78*	CD11b adhes inh = -7	PTK2B oligo ant = -0.57	MT1-MMP txn act = 1.1	CYP2C19 act = 0.2	CYP2C9 inh = 37

# (cont.)
# Sequence of screens: Mac1 fbg enh	PLAP activator	CYP2C9 act	CYP2C19 inh	CD11b adhes inh	PTK2B oligo ant	MT1-MMP txn act	CYP2C19 act	CYP2C9 inh
O=C(Nc1ccccc1F)c1ccc(CNS(=O)(=O)c2cccc(C(F)(F)F)c2)cc1
→ 0	1	1.3	-1	-9	-0.53	.	1	-31
CC(=O)c1cc(C(=O)Nc2ccccc2C(=O)O)oc1C
→ -1	1	0.5	12	-4	1.8	1.1	0.9	54*
CCOc1cc(C)c(S(=O)(=O)Nc2ccc(Cl)cn2)cc1C
→ -1	0.9	0.1	78*	-12	1.3	1.1	0.2	95*
COc1ccccc1CN1C(=O)c2ccncc2C1=O
→ .	1.1	1.1	20	.	0.33	1.1	0.8	-11
CCOc1ccc(OCC(=O)Nc2ccc(OC)cc2)cc1
→ -2	0.9	0.8	38	-10	-0.19	1	0.6	24
CCCN(c1ccc(C(C)C)cc1)S(=O)(=O)c1c(C)[nH]c(=O)[nH]c1=O
→ 3	1	0.8	-6	-4	0.04	1.6	1.1	22
COc1ccc(NC(=S)N/N=C2/CCCc3c(C)cc(C)cc32)cc1
→ -2	0.9	1	-14	-7	-0.92	.	1.1	-4
CCOc1ccccc1OCCOc1ccccc1CC
→ 2	0.9	1	30	-6	0.14	.	0.7	2
Cn1ccs/c1=N\S(=O)(=O)c1ccc(F)cc1
→ -5	1.3	1.6	33	4	0.12	.	0.7	-62
CCOc1ccc(C(=O)NCC(=O)OCC(=O)Nc2ccccc2OCC)cc1
→ -2	1	1.9	37	-4	1.2	.	0.6	-94
CCC(=O)Nc1nnc(C(C)(C)C)s1
→ .	0.9	1	-1	.	2.4	1.2	1	-4
CC(C)OC(=O)CSc1nc2ncc(Cl)cc2[nH]1
→ -1	1	0.8	48	0	0.78	1.1	0.5	25
CCn1nc(C)cc1-c1n[nH]c(=S)n1N
→ -2	0.9	0.9	-15	-12	-0.34	.	1.1	6
Cc1nc(N(C)Cc2ccccc2)c2nnn(Cc3ccccc3)c2n1
→ -6	1.7	0	100*	3	-1.7	1.2	0	98*
O=C(CCSc1nnnn1-c1ccccc1)N1CCOCC1
→ 2	1	1.2	6	-16	0.79	1.3	0.9	-20
COC(=O)c1ccc(C2/C(=C(/O)c3ccc(OC)cc3)C(=O)C(=O)N2c2cc(C)on2)cc1 (centres undefined)
→ -4	1.2	1.1	-4	54	-0.38	1	1	-5
Cc1ccc2oc(=O)n(CCOc3ccccc3Cl)c2c1
→ 4	0.7	1.1	-5	-10	.	1	1.1	-8
Cc1cc(C)c(S(=O)(=O)n2ccc3ccccc32)c(C)c1
→ -5	0.7	1.2	30	42	.	1.1	0.7	-18
COc1ccc(C(=O)NCCc2nnc(SCc3nc4ccccc4c(=O)[nH]3)n2C)cc1
→ 0	1.7	0.2	-6	-4	0.74	.	1.1	84*
Cc1cc(C(=O)Nc2ccc(S(=O)(=O)N3CCCC3)cc2)cs1
→ -1	1.6	0.6	19	-6	-1.4	1.1	0.8	39
Cc1cc(OCCCCN2C(=O)NC(C)(C)C2=O)cc(C)c1Cl
→ 0	1.5	1	76*	-11	-1.7	1.1	0.2	-4
COc1cccc(-n2c(SCC(=O)N3c4ccccc4CC3C)nnc2-c2ccco2)c1 (centres undefined)
→ 3	1.6	0.1	80*	-2	-0.06	.	0.2	92*
CC(C(=O)NC1CCCCCC1)N(c1ccccc1)S(C)(=O)=O (centres undefined)
→ 12	0.9	1	5	-15	0.48	1.1	0.9	-5
Cc1ccc(-c2nnn(CC(=O)N(Cc3ccccc3)C(C(=O)NC(C)(C)C)c3ccncc3)n2)o1 (centres undefined)
→ -1	1.7	0.6	50*	0	0.96	1.2	0.5	44
